# Screens from PubChem BioAssay.
# Candida biofilm: kills Candida albicans biofilms. C. albicans biofilm + clotrimazole, Alamar Blue. actives 0.14% (n = 85,000). inhibition, % at 6 µM;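 active = inhibition above 20%; inactive = inhibition below 20%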;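 also: preformed 24 hr biofilms exposed to compound for 48 hr; 0% = biofilm without compound and 100% = blank killed by clotrimazole plus chlorhexidine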
# PTPN22 act: LYP (human) phosphatase activation; Q9Y2R2; recombinant LYP, DiFMUP fluorescence; 0 = plate median, 100 = signal doubled; activation, % at 2 µM; actives 0.11% (n = 96,000);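 active = activation at 2 µM above a set limit, the mean plus 5 SD, cut at about 37% in these data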
# LYP inh 2: LYP (human) phosphatase inhibition; AID 640; inhibition, % at 2 µM; actives 0.21% (n = 96,000); Q9Y2R2; recombinant LYP catalytic domain, DiFMUP fluorescence;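 active = inhibition at 2 µM at or above a set limit, the screen mean plus 3 SD, cut at about 24% in these data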;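 also: 0% = DMSO with enzyme and 100% = enzyme fully blocked by orthovanadate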
# CYP2C9 inhib: blocks human cytochrome P450 2C9; CYP2C9 Supersomes, luciferin-H conversion, luminescence; inhibition, % at 5 µM; actives 20% (n = 96,000); AID 777;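 active = blocking of liver enzyme CYP2C9 beyond about 50% at 5 µM, limit read from the data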; also: values of inactives mirror those of a sister screen read the other way
# Target sequence (P11712 whole entry, looked up): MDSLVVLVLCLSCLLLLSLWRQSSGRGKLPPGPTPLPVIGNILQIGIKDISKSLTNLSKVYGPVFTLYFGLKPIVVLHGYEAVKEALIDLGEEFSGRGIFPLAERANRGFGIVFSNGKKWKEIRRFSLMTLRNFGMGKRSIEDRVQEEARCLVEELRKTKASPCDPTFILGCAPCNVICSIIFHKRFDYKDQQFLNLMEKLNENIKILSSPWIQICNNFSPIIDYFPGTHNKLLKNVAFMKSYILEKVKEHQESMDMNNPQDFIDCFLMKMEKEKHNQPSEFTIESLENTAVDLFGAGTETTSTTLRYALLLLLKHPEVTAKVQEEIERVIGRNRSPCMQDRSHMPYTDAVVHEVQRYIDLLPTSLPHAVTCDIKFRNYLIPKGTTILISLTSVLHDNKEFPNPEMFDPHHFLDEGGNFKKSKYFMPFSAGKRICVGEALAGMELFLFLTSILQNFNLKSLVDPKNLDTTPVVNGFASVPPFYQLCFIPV
# EphB4 antag: blocks human EphB4 binding to ephrin-B2 | EphB4 LBD / TNYL-RAW-Alexa532 peptide, fluorescence polarization | inhibition, % at 7 µM | actives 0.15% (n = 97,000);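 active = inhibition above the screen-wide mean inhibition plus 3 SD, cut at about 15% in these data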;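 also: 0% = DMSO wells and 100% = excess unlabeled TNYL-RAW peptide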
# CYP2C9 activ: CYP2C9 (human) activation | P11712 | recombinant CYP2C9, luciferin-H conversion, luminescence; hits give high values; factor 1 = untreated enzyme, 0 = blocked | activation factor at 5 µM | actives 1.4% (n = 96,000) | AID 1024;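 active = activation factor of 2 or more for CYP2C9 at a 5 µM dose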;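 also: 0 = sulfaphenazole-blocked wells and 1 = vehicle-only wells; values of inactives mirror those of a sister screen read the other way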
# HIV Rev-RRE inh: disrupts HIV-1 Rev binding to RRE RNA; AID 704; P05866; Rev peptide-RRE RNA binding, FRET; actives 0.79% (n = 97,000); inhibition, % at 8 µM;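 active = inhibition above the screen-wide mean plus 3 SD, cut at about 35% in these data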;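 also: 0% = median DMSO wells and 100% = median Neomycin B control wells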
#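 Assay system: Rev peptide and RRE RNA, both fluorescently labelled; times: 5 min preincubation and 15 min binding, 25 °C; detection: FRET, ex 480 nm, em 540 and 671 nm; read-out basis: % inhibition from 671/540 nm acceptor-to-donor ratio, scaled between controls; benchmarks: DMSO low control, neomycin B high control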
# PLK1 kinase inh: inhibitors of human PLK1 kinase | P53350 | recombinant PLK1 kinase, TR-FRET peptide phosphorylation | inhibition, % at 10 µM | actives 0.53% (n = 97,000);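 active = inhibition of 50% or more in the single-concentration screen; inactive = inhibition below 50%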;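 also: 0% = DMSO max control and 100% = H-89 dihydrochloride min control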
# Target sequence (P53350 whole entry, looked up): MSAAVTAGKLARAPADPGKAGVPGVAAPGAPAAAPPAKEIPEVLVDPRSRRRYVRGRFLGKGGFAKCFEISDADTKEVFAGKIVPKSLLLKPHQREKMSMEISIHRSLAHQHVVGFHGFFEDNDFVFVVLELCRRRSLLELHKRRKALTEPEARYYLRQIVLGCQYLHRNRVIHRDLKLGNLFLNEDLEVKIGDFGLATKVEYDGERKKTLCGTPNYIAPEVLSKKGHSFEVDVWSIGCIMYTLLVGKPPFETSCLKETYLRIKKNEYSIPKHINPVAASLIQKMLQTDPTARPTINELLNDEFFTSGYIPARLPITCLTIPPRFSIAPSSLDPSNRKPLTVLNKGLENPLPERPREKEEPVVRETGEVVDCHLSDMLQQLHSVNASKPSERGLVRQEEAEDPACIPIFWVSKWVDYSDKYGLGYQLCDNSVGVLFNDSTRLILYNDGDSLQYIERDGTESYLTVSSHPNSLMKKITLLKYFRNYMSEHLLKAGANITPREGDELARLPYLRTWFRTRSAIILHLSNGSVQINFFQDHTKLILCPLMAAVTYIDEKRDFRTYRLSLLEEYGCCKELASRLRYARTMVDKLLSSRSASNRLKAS
# PLK1 PBD inh: blocks phosphopeptide binding to human Plk1 polo box domain | Plk1 PBD phosphopeptide binding, fluorescence polarization | inhibition, %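 (tested at about 20 µM)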 | actives 0.13% (n = 97,000) | AID 693; in the data active = inhibition above about 34%, passing the limit was not always enough
# An asterisk follows results filed as active; x = not tested or not shown; [ ] = dose if it differs, or a comment.
# Screens in order: Candida biofilm, PTPN22 act, LYP inh 2, CYP2C9 inhib, EphB4 antag, CYP2C9 activ, HIV Rev-RRE inh, PLK1 kinase inh, PLK1 PBD inh
CCc1ccc2c(CN3CCc4ccccc43)cc(=O)oc2c1
    8, 8, -10, 44, 3, 0.6, 6, -17, -19
Cc1ccccc1-n1c(=O)cc(N2CCC3(CC2)OCCO3)[nH]c1=O
    1, 2, -3, x, -3, x, 7, -2, -16
CC(NC(=O)C1CCN(S(=O)(=O)N2CCCCCC2)CC1)c1ccccc1 (stereo not drawn)
    5, 1, -2, 18, 3, 0.8, 2, -5, 4
Cc1noc(C)c1C(=O)Nc1ccccc1-c1ccccc1
    0, 8, -8, 19, 3, 0.8, 8, -6, 0
Cc1nn(Cc2ccccc2)c(C)c1NC(=O)c1noc2c1CCc1ccccc1-2
    7, 4, -7, 61*, 2, 0.4, 6, -6, 9
CNC(=O)c1sc(SC)cc1-c1ccc(Cl)cc1
    x, 9, -7, 47, 0, 0.5, -3, -7, 17
CCOC(=O)c1cc(-c2ccc(N)cc2)sc1N
    -2, 4, -1, 59*, -2, 0.4, 2, 1, 8
Cc1cc(C)nc(-n2c(Nc3ccccc3)cc(=O)c3c(C)n(-c4ccccc4)c(=O)nc32)n1
    8, 3, -1, x, -4, x, -1, -12, -2
Cc1cc(C)n2c(SCCN3C(=O)c4ccccc4C3=O)nnc2n1
    4, -3, 2, x, 4, x, 7, -5, -8
Cc1ncoc1C(=O)Nc1ccccc1-c1ccccc1
    10, 2, -4, 30, -3, 0.7, 3, -6, 17
O=C(Nc1ccc2c(c1)OCO2)OCc1ccccc1
    7, -9, 7, 38, 3, 0.6, 8, -4, -3
C=CCNC(=O)N[C@@H](CCSC)C(=O)OC
    2, 7, -8, -29, 1, 1.3, 8, 0, -11
COC(=O)/C=C(\C)NC(=O)c1ccccc1Cl
    5, 6, -8, 11, 3, 0.9, 5, -5, -6
C/C(=N\NC(=O)CSCc1ccccc1Cl)c1cccc(NC(=O)c2ccccc2)c1
    6, -3, 2, x, -3, x, 12, -11, 23
Cn1cc(CNC(=O)Nc2ccc3c(c2)OCO3)cn1
    4, 1, -2, -12, 1, 1.1, 10, -8, -9
COc1ccc2c(=O)c3c(=O)n(Cc4ccco4)c(-c4ccco4)nc3oc2c1
    -1, -13, 15, 47, -2, 0.5, -2, 10, -1
COCCSc1nc2sc3c(c2c(=O)n1-c1ccccc1)CCN(C)C3
    7, 1, 1, 33, 3, 0.7, 26, -41, -8
Cc1cc(C)nc(NC2=NCC(=O)N2c2ccc(Cl)cc2)n1
    x, 2, -5, -8, -1, 1.1, 6, -3, -15
CCN(CC)c1ccc(NC(=O)CSc2nc(C)cc(=O)[nH]2)cc1
    8, 1, -3, 4, x, 1, x, -13, 12
CCOC(=O)Cn1c(=O)oc2cc(S(=O)(=O)NCCc3ccc(C)cc3)ccc21
    8, -6, 5, 70*, -1, 0.3, 18, -16, 1
O=C(Nc1ccc2oc(-c3ccccc3F)nc2c1)c1cncc(Br)c1
    8, -13, 15, 4, 2, 1, 10, -14, -24
COc1cc(S(=O)(=O)NC2CCCCC2)ccc1F
    6, 5, -3, -109, 3, 2.1*, 3, 0, 31
Cc1nc(Oc2cccc(Cl)c2)c2oc3ccccc3c2n1
    -5, -2, 2, 3, 5, 1, 5, -9, -14
COC(=O)/C=C1\C(=O)N(c2nc3ccc(OC)cc3s2)C(=S)N1c1ccc(F)cc1
    x, 12, -6, 15, -14, 0.9, 1, 1, -6
COc1ccc(Oc2nnc(C)c3ccccc23)cc1
    0, -12, 13, -7, 5, 1.1, 7, -5, -11
O=C(NCc1ccccc1)N[C@@H](Cc1ccccc1)C(=O)O
    6, 1, -5, -4, 6, 1, 9, -7, -26
CCOc1ccc(C2CC(c3cccc(OC)c3)Nc3nc(N)nn32)cc1 (stereo not drawn)
    10, 5, -6, 42, 0, 0.6, 0, -9, -19
COc1cc(-c2nn3c(Cc4ccccc4)nnc3s2)cc(OC)c1OC
    12, 0, 4, 70*, -1, 0.3, 6, -16, 12
CCOC(=O)N1CCOCCOCCN(C(=O)OCC)CCOCC1
    7, -1, 1, 13, -5, 0.9, 2, 8, -9
CC1CCN(C(=O)COC(=O)[C@H](C)NS(=O)(=O)/C=C/c2ccccc2)CC1
    2, 11, -10, -64, 0, 1.6, 9, -13, -14
COc1ccc(OCCn2cncn2)cc1
    5, 6, -6, -13, 0, 1.1, 1, -15, 5
N/C(Cc1ccc([N+](=O)[O-])cc1)=N\OC(=O)COc1ccc2ccccc2c1
    x, 3, 1, 4, 1, 1, 6, -9, 1
O=C(NC1CCCCC1)c1cc([N+](=O)[O-])ccc1N1CCCCC1
    x, 0, 5, 16, 5, 0.8, 1, -4, -12
COC(=O)c1ccccc1NC(=O)C(C)NS(=O)(=O)c1ccc(OC)cc1 (stereo not drawn)
    8, -2, 3, 13, 4, 0.9, 4, -8, -16
Cc1nc(CNS(=O)(=O)c2cccc(F)c2)cs1
    3, -5, 5, 5, -6, 0.9, 1, -9, -23
CCNc1nc(NCc2ccccc2)nc(Oc2ccc(=O)[nH]n2)n1
    1, 2, -4, x, -1, x, 3, -8, -22
CC(=O)NCCN=C(C)c1sc2ccccc2c1O
    5, -10, 8, -20, -1, 1.2, 0, -4, -15
CCC(=O)OC1=C2C(=Nc3c(c(=O)n(C)c(=O)n3C)C2c2ccccc2)c2ccccc21 (stereo not drawn)
    8, 4, -7, x, -4, x, 16, -4, -10
CCc1sc(N2C(=O)C3C4CCC(C4=C(C)C)C3C2=O)nc1-c1ccccc1 (stereo not drawn)
    x, 10, -15, -33, -6, 1.3, 1, -14, -16
COc1ccccc1-c1coc2cc(O)cc(O)c2c1=O
    2, -4, 4, -78, 2, 1.8, 5, -12, -23
CCn1c(COc2cccc(C)c2)nc2ccccc21
    10, -10, 11, x, 4, x, 14, -10, -10
COc1cc(-c2nnc(Sc3ccc(C(F)(F)F)cc3[N+](=O)[O-])o2)cc(OC)c1OC
    6, -8, 9, 20, -3, 0.8, -2, 21, -2
COc1ccc(Br)cc1C(=O)Nc1cccc(NC(=O)c2ccco2)c1
    10, 4, -5, 13, -2, 0.9, 5, -4, 5
O=C(CSc1nnc(-c2cccs2)o1)NCC1CN(Cc2ccccc2)CCO1 (stereo not drawn)
    7, 2, 1, 27, 1, 0.7, 3, 0, 5
Cc1cc(=O)oc(C)c1C(=O)N1CCN(Cc2ccc3c(c2)OCO3)CC1
    -1, 5, -9, 5, 2, 0.9, 14, -26, -10
COC(=O)c1cc(CSc2nnc(-c3ccccc3)c(-c3ccccc3)n2)oc1C
    x, 10, -11, 53*, -7, 0.5, 5, -4, 5
Cn1cccc1CNC1CCCC1
    x, -12, 14, -3, 5, 1, 11, 6, 5
Cc1ccccc1OCC(=O)N/N=C/c1ccco1
    -3, 3, 0, -10, 3, 1.1, 8, 0, 10
Cc1ccc(-c2nc(CS(=O)CC(=O)NC3CCC(C)CC3)c(C)o2)cc1 (stereo not drawn)
    -6, x, x, 89*, 1, 0.1, 1, 65*, 14
C=CCC1(O)CC(c2ccco2)NC(c2ccco2)C1CCC (stereo not drawn)
    0, -11, 11, -8, 3, 1.1, 7, -3, -26

# The results go on:
# Screens in order: Candida biofilm, PTPN22 act, LYP inh 2, CYP2C9 inhib, EphB4 antag, CYP2C9 activ, HIV Rev-RRE inh, PLK1 kinase inh, PLK1 PBD inh
CCS(=O)(=O)N1CCN(Cc2ccncc2)CC1
    6, -8, 8, 27, 1, 0.7, 8, -15, -7
COc1cccc(C(=O)Nc2ncc3c(n2)CC(C)CC3=O)c1 (stereo not drawn)
    6, 3, -3, 22, 2, 0.8, 3, -12, -15
CCN1C(=O)c2cccc3c(S(=O)(=O)NCc4ccccn4)ccc1c23
    -1, -14, 14, 21, -2, 0.8, 5, -12, -17
N#CC1=C(SCC(=O)c2cc3ccccc3oc2=O)NC(=O)C(C#N)C12CCCC2 (stereo not drawn)
    9, -9, 6, 88*, 0, 0.1, 113*[fluorescence artefact?], -14, -8
COc1ccc(OC)c(NC(=S)NN2CCOCC2)c1
    x, 1, 3, 3, -11, 1, 2, -22, 7
N#Cc1cn(CC(=O)NCC2CCCO2)c2ccccc12 (stereo not drawn)
    8, -5, 5, 11, 7, 0.9, 7, -10, -18
Cc1nn(C)c(C)c1S(=O)(=O)N(CC(=O)NC1CCCCCC1)c1ccc(C(C)C)cc1
    9, 0, -1, 6, 6, 0.9, 6, -11, -8
CCSc1nnc([C@H](C)NC(=O)OC(C)(C)C)o1
    6, 4, -6, 14, 8, 0.9, -1, -3, -6
COc1cccc2cc(C(=O)Nc3cccnc3N3CCOCC3)c(=O)oc12
    4, -7, 4, 38, -1, 0.6, 3, -9, -13
CC(C)OC(=O)/C(=C\C=C\c1ccccc1)NC(=O)c1ccccc1
    x, -5, 9, 9, -6, 0.9, 5, -7, 26
O=C(COc1ccccc1Br)NCc1ccccn1
    1, -14, 16, 37, 10, 0.6, 5, -5, -3
CCN(CC)c1ccc(NC(=O)c2cccnc2)cc1
    8, 2, 2, 22, 0, 0.8, -8, 1, 7
Cc1cc(C)c2nc(NC(=O)c3ccc4c(c3)OCO4)sc2c1
    x, -4, 7, 16, -8, 0.8, 4, -19, -13
CS/C(N)=N/N=C/c1ccc([N+](=O)[O-])cc1
    x, -9, 11, 6, 7, 0.9, 2, -1, 6
CN1CCc2nc(SCC(=O)Nc3ccc(F)cc3)c(C#N)cc2C1
    2, 1, -5, 75*, 6, 0.3, 16, 34, -25
CCCCNC(=O)Nc1cc(C(=O)OC)ccc1C
    5, 4, -6, -6, -1, 1.1, -3, 5, -15
O=C(Cn1nc(Cl)nc1Cl)c1cc2ccccc2oc1=O
    1, -6, 3, 62*, 0, 0.4, 3, -10, 9
CCN1C(=O)c2cccc3c(S(=O)(=O)Nc4ccccn4)ccc1c23
    0, 2, -4, 65*, 1, 0.4, -1, -3, 13
Cc1ccc(/C=N/NC(=O)c2cccs2)cc1[N+](=O)[O-]
    x, 4, 1, 38, -10, 0.6, 1, -10, 4
N#Cc1ccc(CSc2nnc(COc3ccccc3)n2-c2ccccc2)cc1
    -1, -4, 3, 67*, 10, 0.3, 14, 0, 2

# Results in CYP2C9 inhib (2 entries from above):
smiles,CYP2C9 inhib
Cn1cccc1CNC1CCCC1,-3
Cc1ccccc1OCC(=O)N/N=C/c1ccco1,-10

# Remaining list, next part:
# Screens in order: Candida biofilm, PTPN22 act, LYP inh 2, CYP2C9 inhib, EphB4 antag, CYP2C9 activ, HIV Rev-RRE inh, PLK1 kinase inh, PLK1 PBD inh
CCN1CC=C2C(C#N)=C(N)C(C#N)(C#N)[C@H](c3cccc(OC)c3OC)[C@H]2C1
    1, 0, 1, 14, -8, 0.9, 65*, -13, -20
Cc1ccc(Oc2nnc(-c3ccccc3)c3ccccc23)cc1
    x, 2, 2, 58*, -1, 0.4, 17, -15, 12
CCOC(=O)c1nnn(-c2nonc2N)c1COc1ccc(F)cc1
    -4, -6, 5, 81*, 3, 0.2, 9, 6, -8
COc1ccc(CCn2c(N)c(C#N)c3nc4ccccc4nc32)cc1OC
    10, -10, 14, 40, 7, 0.6, 19, 4, 21
Cc1ccc(C2=NN(S(C)(=O)=O)C(c3cccs3)C2)cc1 (stereo not drawn)
    3, 9, -13, 44, -6, 0.6, 3, -5, -21
COc1ccc2c(c1)c(N=O)c(O)n2C
    x, -4, 4, 37, -6, 0.6, 2, 15, 14
CCOC(=O)N1CCN(C(=O)CC(C(=O)N2CCc3ccccc32)n2ccnc2)CC1 (stereo not drawn)
    -5, -1, 0, 5, 5, 0.9, 3, -2, 9
COc1ccc(C2C=C(c3cccs3)Nc3nc(CCCO)nn32)cc1 (stereo not drawn)
    5, 4, -6, 47, 0, 0.5, 129*[fluorescence artefact?], -5, 0
COc1ccc(S(=O)(=O)N2CCC(C(=O)NCc3ccccn3)CC2)cc1OC
    -4, 0, 2, -17, 0, 1.2, 11, -9, -2
